Screens (PubChem)
EPAC1 antagonist – EPAC1 (human) antagonism; 0.14% of 360,000 active; Potency, µM (series often up to 115 µM), for the others: at the highest dose activity change, negative = inhibition, usual class: inhibitors; O95398; EPAC1 GEF assay, Rap1b-BODIPY-GDP exchange fluorescence;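 also: potency is read from the fitted curve at half-maximal effect; plate controls were vehicle for no effect and positive control for full effect; nearly all actives have a fitted effect of over 50% in size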
PTHR1 ag – PTHR1 (human) receptor agonism; Q03431; HEK293 GP2 PTHR1 cells, GloSensor cAMP luminescence, 1 h; Potency, µM (highest dose often 115 µM), for the others: top-dose activation, most hits filed as activators; 0.075% of 410,000 active; AID 743266; also: potency is read from the fitted curve at half-maximal effect; nearly all actives have a fitted effect of over 55% in size; some results filed as inactive show a strong effect at the top dose; inactives centre near -15; many of its hits are not listed in these tables
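HEK-293-derived GP2 cells expressing PTHR1 and a GloSensor cAMP reporter, 3,000/well, plated overnight, given luciferin plus IBMX (each 0.5 mM as added) for 1 h at 37 °C, then compound for 1 h at 37 °C. Luminescence was read after 15 min at room temperature.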
EPAC1 agonist – agonists of human EPAC1; AID 720707; Potency, µM (series often up to 154 µM), without a hit: top-dose activation, usual class: activators; EPAC1 agonist qHTS, biochemical assay; response scale: 100% = response to 6.5 mM cAMP; 0.073% of 360,000 active; O95398; also: potency is read from the fitted curve at half-maximal effect; nearly all actives have a fitted effect of over 60% in size
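Nucleotide exchange by EPAC1 (100 nM) on Rap1B–BODIPY-GDP (250 nM) in the presence of 50 uM GDP is tracked fluorescently at 480/540 nm over 30 min. Signals are normalized to a 6.5 mM cAMP control.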
GLP1R cytotox – cytotoxicity in counter-screen for GLP-1R inverse agonists; Potency, µM (series often up to 38.3 µM), without a hit: at the top dose activity change, negative = inhibition, hits mostly inhibitors; 0.13% of 410,000 active; HEK293 cAMP-luciferase reporter cells, luminescence, 24 h; AID 624418;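 also: loss of luciferase light is scored as toxicity; potency is read from the fitted curve at half-maximal effect; % is scaled to controls: 0 for no effect and ±100 for the full control effect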
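To flag toxic compounds, the library was rerun on cells for 24 hr at 37 deg C and 5% CO2. Viability-linked luminescence was captured 12 min after adding luciferase detection reagent.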
IL2 activator – IL-2 activation; IL-2 activation reporter assay, cell-based qHTS; stimulated with anti-CD3/CD4/CD28 beads; in transgenic mouse T cells; activation, % (series mostly up to about 46 µM); 0.065% of 360,000 active; AID 652025; in the data active = activation above about 50%; inconclusive = mostly about 30% to 49%; also: 0% is about no effect
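Unstimulated transgenic mouse T cells preincubated 60 min with compound, then stimulated with anti-CD3/anti-CD4-coated beads plus anti-CD28 for 18 h at 37 degrees C. IL-2 response read as EGFP and DsRed fluorescence by plate cytometry.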
PLK1 PBD block – inhibitors of human PLK1 polo-box domain binding; Plk1 PBD binding of FITC phosphopeptide, fluorescence polarization; 2.8% of 360,000 active; Potency, µM, without a hit: max response, negative = inhibition, usual class: inhibitors; AID 720504; P53350; also: potency is read from the fitted curve at half-maximal effect; series mostly up to about 57 µM; % is scaled to controls: 0 for no effect and ±100 for the full control effect; nearly all actives have a fitted effect of over 65% in size
Target sequence (P53350 whole entry, looked up, the tested form may be a part): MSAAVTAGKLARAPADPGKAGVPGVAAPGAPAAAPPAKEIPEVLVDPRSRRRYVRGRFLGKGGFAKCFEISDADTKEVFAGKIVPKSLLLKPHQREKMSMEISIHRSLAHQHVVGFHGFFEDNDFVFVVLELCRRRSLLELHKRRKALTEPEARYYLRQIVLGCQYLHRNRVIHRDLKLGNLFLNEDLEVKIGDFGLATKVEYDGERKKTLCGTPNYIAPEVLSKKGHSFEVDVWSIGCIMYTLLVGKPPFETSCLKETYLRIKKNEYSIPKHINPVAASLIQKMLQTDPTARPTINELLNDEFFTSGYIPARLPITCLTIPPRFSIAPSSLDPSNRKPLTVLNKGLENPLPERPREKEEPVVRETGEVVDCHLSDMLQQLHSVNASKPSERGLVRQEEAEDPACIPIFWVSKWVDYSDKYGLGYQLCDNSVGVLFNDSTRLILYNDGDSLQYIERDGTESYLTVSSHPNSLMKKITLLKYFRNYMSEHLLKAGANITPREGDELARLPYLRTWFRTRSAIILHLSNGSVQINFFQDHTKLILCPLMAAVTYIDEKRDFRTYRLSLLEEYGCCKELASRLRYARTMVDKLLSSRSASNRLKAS
GLP1R ag – agonists of human GLP-1 receptor; HEK293 GLP-1R CRE-luciferase, luminescence, 4-6 h; cells express a hypersensitive GLP-1R form; Potency, µM (top dose mostly 45.6 µM), inactives show at the highest dose activation, actives largely listed as activators; 0.007% of 380,000 active; AID 624172; also: potency is read from the fitted curve at half-maximal effect; % of control where 0% means no effect
PI5P4K alpha inh – blocks human PI5P4K alpha kinase activity. P48426. PI5P4Kalpha enzyme, ADP-Glo luminescence, 60 min; active compounds read low. max response, %. 1.2% of 330,000 active. AID 652105; active = max response of -50% or lower; inconclusive = between -30% and -50%; inactive = -30% or higher; also: value at the top dose of about 77 µM; % is scaled to controls: 0 for no effect and ±100 for the full control effect
Target sequence (P48426 whole entry, looked up): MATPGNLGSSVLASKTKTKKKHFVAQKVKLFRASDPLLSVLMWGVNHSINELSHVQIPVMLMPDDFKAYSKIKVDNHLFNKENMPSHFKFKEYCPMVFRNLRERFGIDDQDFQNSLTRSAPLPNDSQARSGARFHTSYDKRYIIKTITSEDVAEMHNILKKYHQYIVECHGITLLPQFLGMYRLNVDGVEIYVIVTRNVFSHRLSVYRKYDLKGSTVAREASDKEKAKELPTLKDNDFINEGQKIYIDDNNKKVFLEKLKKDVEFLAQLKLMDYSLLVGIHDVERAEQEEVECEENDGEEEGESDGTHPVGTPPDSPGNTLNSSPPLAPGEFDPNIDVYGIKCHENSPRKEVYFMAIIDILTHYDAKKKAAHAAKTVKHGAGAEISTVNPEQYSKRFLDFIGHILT
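Single end-point luminescence (ADP-Glo) quantified ADP from PI5P4Kalpha turnover; ATP 5 microM final, 1 h at RT, 0.1% CHAPS and 0.28 mM EGTA in HEPES pH 7.4.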
GLP-1R inv ag – acts as inverse agonist at human GLP-1 receptor; P43220; HEK293 GLP-1R CRE-luciferase, luminescence, 24 h; GLP-1R form is constitutively active; Potency, µM (series often up to 38.3 µM), for inactives: at the highest dose activity change, negative = inhibition, hits mostly inhibitors; 1.6% of 410,000 active; also: potency is read from the fitted curve at half-maximal effect; % is scaled to controls: 0 for no effect and ±100 for the full control effect; nearly all actives have a fitted effect of over 55% in size
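Inverse agonism was detected as reduced cAMP-driven luciferase luminescence after 24 h compound treatment. The cells were HEK293 clones expressing constitutively active human GLP-1R with the reporter. Reporter-only and GPR119 cell lines served as counterscreen controls.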
Starred values were filed as active, the others as inactive; [ ] = remark or other dose. Unless noted, calls follow the shape of the dose curve; as a rule, active = well fitted curve in the direction sought with a large enough effect; inconclusive = small, poorly fitted or top-dose-only effect, or another doubt; inactive = no such curve, though single readings can be large; an effect the other way counts as inactive or inconclusive. These rows are one share of the data; the hit share may differ from the screen's.

What do the screens show for `N#Cc1ccc(-c2nc3ccccc3c(=O)n2O)cc1`?
EPAC1 antagonist: 5.0%; PTHR1 ag: -1.6%; EPAC1 agonist: -9.6%; GLP1R cytotox: -1.8%; IL2 activator: -0.5; PLK1 PBD block: -5.8%; GLP1R ag: -6.2%; PI5P4K alpha inh: -6.9; GLP-1R inv ag: 0.7%

How did COc1ccc(-c2nn(CCC(=O)O)cc2/C=C2\SC(N)=NC2=O)cc1 do in these assays?
EPAC1 antagonist: -11.9%; PTHR1 ag: -2.4%; EPAC1 agonist: 6.7%; GLP1R cytotox: 17.7%; IL2 activator: -0.2; PLK1 PBD block: -3.0%; GLP1R ag: -9.1%; PI5P4K alpha inh: inconclusive; GLP-1R inv ag: 5.9%

What do the screens show for `CN(C(=O)CCOc1ccccc1)c1c(N)n(Cc2ccccc2)c(=O)[nH]c1=O`?
EPAC1 antagonist: 3.8%; PTHR1 ag: inactive; EPAC1 agonist: -1.3%; GLP1R cytotox: 22.2%; IL2 activator: -0.6; PLK1 PBD block: 1.2%; GLP1R ag: 4.1%; PI5P4K alpha inh: 4.4; GLP-1R inv ag: 40.3%[activator]

What do the screens show for `CCOc1ccc(NCC(=O)Nc2ccc(Cl)cc2C)cc1`?
EPAC1 antagonist: 9.2%; PTHR1 ag: inactive; EPAC1 agonist: 5.7%; GLP1R cytotox: 10.6%; IL2 activator: -1.9; PLK1 PBD block: -17.8%; GLP1R ag: -13.3%; GLP-1R inv ag: -6.6%

What do the screens show for `CC(C)CCNC(=O)C1(C)CCN1Cc1ccc2ccccc2c1` (stereo not given)?
EPAC1 antagonist: -13.5%; PTHR1 ag: -2.0%; EPAC1 agonist: -19.2%; GLP1R cytotox: 0.1%; IL2 activator: -0.8; PLK1 PBD block: 6.3%; GLP1R ag: 7.9%; PI5P4K alpha inh: 9.2; GLP-1R inv ag: 10µM*

Results for COc1ccccc1NS(=O)(=O)c1ccc(C(=O)NCC(c2ccccc2OC)N2CCCC2)cc1 (stereo not given) ?
EPAC1 antagonist: 2.8%; PTHR1 ag: inactive; EPAC1 agonist: -3.6%; GLP1R cytotox: -0.8%; IL2 activator: 0.2; PLK1 PBD block: 2.2%; GLP1R ag: 11.5%; PI5P4K alpha inh: -5.3; GLP-1R inv ag: inconclusive

Results for CC(C)(C)c1ccc(NC(=O)COC(=O)c2ccc(CN3CCCC3=O)cc2)cc1 ?
EPAC1 antagonist: -31.9%; PTHR1 ag: -16.3%; EPAC1 agonist: 0.8%; GLP1R cytotox: -11.4%; IL2 activator: -0.3; PLK1 PBD block: -1.0%; GLP1R ag: 5.9%; PI5P4K alpha inh: -2.9; GLP-1R inv ag: -9.2%

How did Cc1cc(C(=O)Nc2ccc(S(=O)(=O)N3CCOCC3)cc2)c(C)o1 do in these assays?
EPAC1 antagonist: -14.0%; PTHR1 ag: -27.1%; EPAC1 agonist: -2.8%; GLP1R cytotox: 1.5%; IL2 activator: 0.8; PLK1 PBD block: -3.1%; GLP1R ag: 17.4%; PI5P4K alpha inh: 4.3; GLP-1R inv ag: 10.1%

How did CN1CCN(C(=O)C2=C[C@@H](c3coc4ccccc4c3=O)C[C@@H](OCc3ccc(CO)cc3)O2)CC1 do in these assays?
EPAC1 antagonist: 4.3%; PTHR1 ag: -34.7%[inhibitor]; EPAC1 agonist: 7.9%; GLP1R cytotox: -13.0%; IL2 activator: 0.5; PLK1 PBD block: -10.4%; GLP1R ag: -5.6%; PI5P4K alpha inh: -0.5; GLP-1R inv ag: 21.5%

What do the screens show for `Cc1ccccc1NC(=O)C1CCCN(c2ncnc3onc(-c4ccc(F)cc4)c23)C1` (stereo not given)?
EPAC1 antagonist: -0.2%; PTHR1 ag: -1.4%; EPAC1 agonist: -1.8%; GLP1R cytotox: -28.9%; IL2 activator: 0.7; PLK1 PBD block: -0.1%; GLP1R ag: 2.4%; PI5P4K alpha inh: -5.0; GLP-1R inv ag: 2.1%

Results for COC(=O)c1ccccc1NC(=O)N1CCN(C/C=C/c2ccccc2)CC1 ?
EPAC1 antagonist: -1.2%; PTHR1 ag: -20.5%; EPAC1 agonist: 10.4%; GLP1R cytotox: -18.7%; IL2 activator: -2.6; PLK1 PBD block: -8.3%; GLP1R ag: -2.8%; GLP-1R inv ag: -15.6%

How did O=C1NCCN/C1=C\C(=O)c1ccc(F)cc1 do in these assays?
EPAC1 antagonist: -7.1%; PTHR1 ag: inactive; EPAC1 agonist: 6.2%; GLP1R cytotox: -23.1%; IL2 activator: 0.0; PLK1 PBD block: 1.1%; GLP1R ag: 10.7%; PI5P4K alpha inh: -5.1; GLP-1R inv ag: 7.7%

What do the screens show for `COc1ccc(C(=O)NC(=S)NNC(=O)c2ccc(NC(=O)C(C)C)cc2)cc1`?
EPAC1 antagonist: 5.5%; PTHR1 ag: -9.8%; EPAC1 agonist: -5.0%; GLP1R cytotox: -2.3%; IL2 activator: -1.9; PLK1 PBD block: inconclusive; GLP1R ag: -6.1%; PI5P4K alpha inh: inconclusive; GLP-1R inv ag: -2.3%

Results for Cc1cnnn1-c1ccc(C(=O)CCl)cc1 ?
EPAC1 antagonist: -18.0%; PTHR1 ag: -2.3%; EPAC1 agonist: -5.2%; GLP1R cytotox: 10.9%; IL2 activator: 0.0; PLK1 PBD block: 3.77µM*; GLP1R ag: 5.6%; PI5P4K alpha inh: 0.6; GLP-1R inv ag: 8.5%

What do the screens show for `NC(=O)Nn1c(CCC(=O)O)ccc1-c1ccc(Cl)cc1`?
EPAC1 antagonist: 4.0%; PTHR1 ag: -4.5%; EPAC1 agonist: 0.6%; GLP1R cytotox: -3.2%; IL2 activator: 0.1; PLK1 PBD block: -4.8%; GLP1R ag: -0.6%; PI5P4K alpha inh: 0.3; GLP-1R inv ag: 19.5%

How did Cc1ccc(C2(C)NC(=O)N(CC(=O)N(C)CC(=O)Nc3cccc(F)c3)C2=O)cc1 (stereo not given) do in these assays?
EPAC1 antagonist: -8.3%; PTHR1 ag: -17.1%; EPAC1 agonist: -4.6%; GLP1R cytotox: -7.8%; IL2 activator: 1.1; PLK1 PBD block: -4.8%; GLP1R ag: 1.7%; PI5P4K alpha inh: 1.4; GLP-1R inv ag: -14.3%

What do the screens show for `CS(=O)(=O)N1CCC(C(=O)Nc2ccc(Cl)c(C(F)(F)F)c2)CC1`?
EPAC1 antagonist: 4.1%; PTHR1 ag: -18.1%; EPAC1 agonist: -12.3%; GLP1R cytotox: -25.1%; IL2 activator: -3.8; PLK1 PBD block: inconclusive; GLP1R ag: -4.5%; GLP-1R inv ag: 0.0%

Results for CN(C)C(=O)c1nc2ccc(Cl)cn2c1CN1CCCC(OCc2ccccc2)C1 (stereo not given) ?
EPAC1 antagonist: 4.9%; PTHR1 ag: inactive; EPAC1 agonist: 4.5%; GLP1R cytotox: 2.6%; IL2 activator: -1.9; PLK1 PBD block: 1.5%; GLP1R ag: 20.0%; PI5P4K alpha inh: 6.8; GLP-1R inv ag: -9.3%

How did CCN(CC)C(=O)CSc1n[nH]c(=S)n1N do in these assays?
EPAC1 antagonist: 11.8%; PTHR1 ag: -12.7%; EPAC1 agonist: -4.6%; GLP1R cytotox: -1.5%; IL2 activator: -0.9; PLK1 PBD block: -28.6%; GLP1R ag: -1.0%; PI5P4K alpha inh: -11.8; GLP-1R inv ag: 7.9%

How did CCN1CCN(C(=O)c2ccc(CN(c3ccc(C)c(C)c3)S(C)(=O)=O)cc2)CC1 do in these assays?
EPAC1 antagonist: -10.5%; PTHR1 ag: inactive; EPAC1 agonist: -12.6%; GLP1R cytotox: -2.3%[7.66 µM]; IL2 activator: -0.7; PLK1 PBD block: -16.9%; GLP1R ag: 4.0%; PI5P4K alpha inh: -2.0; GLP-1R inv ag: 1.6%[7.66 µM]

Results for Cc1cccc(C(=O)N2CCC(=O)N([C@H](COCc3ccccc3)Cc3ccccc3)CC2)c1 ?
EPAC1 antagonist: -10.1%; PTHR1 ag: inactive; EPAC1 agonist: 9.8%; GLP1R cytotox: -13.6%; IL2 activator: 0.3; PLK1 PBD block: -3.1%; GLP1R ag: 3.3%; PI5P4K alpha inh: 13.3; GLP-1R inv ag: inconclusive

What do the screens show for `CCN(CC)C1CCN(C(=O)CCn2nnnc2CN2CCOCC2)C1` (stereo not given)?
EPAC1 antagonist: 3.5%; PTHR1 ag: inactive; EPAC1 agonist: 6.4%; GLP1R cytotox: 1.5%; IL2 activator: 3.1; PLK1 PBD block: 1.7%; GLP1R ag: -1.3%; PI5P4K alpha inh: 4.2; GLP-1R inv ag: 4.4%

What do the screens show for `Cc1ccc(S(=O)(=O)N2CCC[C@H]2C(=O)Nc2ccc(F)cc2C)cc1`?
EPAC1 antagonist: -0.7%; PTHR1 ag: -36.2%; EPAC1 agonist: -5.4%; GLP1R cytotox: -0.8%; IL2 activator: 0.4; PLK1 PBD block: -6.2%; GLP1R ag: -0.6%; PI5P4K alpha inh: -5.0; GLP-1R inv ag: -14.4%

Results for Cc1cccc(OCC(=O)N2CCC(N3CCCCCC3)CC2)c1 ?
EPAC1 antagonist: 0.6%; PTHR1 ag: -1.8%; EPAC1 agonist: -0.8%; GLP1R cytotox: inconclusive; IL2 activator: -0.1; PLK1 PBD block: -9.8%; GLP1R ag: 6.1%; PI5P4K alpha inh: -0.1; GLP-1R inv ag: inconclusive

Results for Cc1cccc(/C=C/C(=O)c2ccc(NC3=NCCCS3)cc2)c1 ?
EPAC1 antagonist: -24.1%; PTHR1 ag: -7.8%; EPAC1 agonist: 10.4%; GLP1R cytotox: -3.9%; IL2 activator: -2.9; PLK1 PBD block: -14.6%; GLP1R ag: -6.6%; PI5P4K alpha inh: -5.8; GLP-1R inv ag: inconclusive
